Rac1 act GTP bind = alters GTP binding to activated mutant human Rac1 | AID 764 | percent activity (GTP binding), % at 10 µM | GST-Rac1 activated beads, fluorescent GTP binding, flow cytometry; actives lie on both sides; 100% means binding = to untreated wells | 0.11% of 190,000 active | P63000;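 active = GTP binding at least 20 percentage points away from the 100% baseline, in either direction, so actives lie on both sides; inconclusive = Compound likely fluorescent itself, or too few beads counted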
Cdc42 wt GTP = changes GTP binding to wildtype human Cdc42 | P60953 | GST-Cdc42 beads, Bodipy-GTP binding, flow cytometry; actives lie on both sides | percent activity (GTP binding), % at 10 µM | 0.2% of 190,000 active | AID 761;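 active = percent activity GTP binding at least 20 points away from the 100% baseline, either down as inhibitor or up as activator; inconclusive = compound flagged as likely green fluorescent from well-wide comparison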;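 note: median bead fluorescence of bound Bodipy-FL-GTP at 100 nM; 0% = excess unlabeled GTP control and 100% = no compound control; below 100% means less GTP binding so inhibitor and above means activator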
Target sequence (P60953 whole entry, looked up): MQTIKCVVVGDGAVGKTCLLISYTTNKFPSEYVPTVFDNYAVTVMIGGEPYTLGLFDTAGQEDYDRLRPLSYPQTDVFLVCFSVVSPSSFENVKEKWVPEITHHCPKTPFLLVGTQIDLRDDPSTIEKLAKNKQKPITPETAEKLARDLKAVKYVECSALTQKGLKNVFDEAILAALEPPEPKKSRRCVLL
ABCB1 inh = inhibitors of human ABCB1 transporter, ABCG2 counter-screen; inhibition, % at 6.6 µM; AID 1326; 0.067% of 190,000 active; CCRF-Adr cells, JC-1 efflux, flow cytometry; in the data active = inhibition above about 40%;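 note: 0% = vehicle and 100% = reference inhibitor; higher value means more JC-1 retained so stronger ABCB1 efflux block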
ABCG2 inh = human ABCG2 inhibition, ABCB1 as counter-screen; Q9UNQ0; IgMXP3 cells, JC-1 efflux, flow cytometry; inhibition, % at 6.6 µM; 0.1% of 190,000 active;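 active = inhibition above 80%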;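 note: 0% = DMSO and 100% = nicardipine control wells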
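Test system: IgMXP3 (ABCG2) plus far-red-tagged CCRF-Adr (ABCB1) cells. Reagent: JC-1 dye as substrate. Timing: 10 min exposure at 25 °C with rotation, no wash. Measured by: flow cytometric JC-1 green MFI at 530 nm. Read-out: percent efflux inhibition, scaled nicardipine 100% to DMSO 0%. Control set: nicardipine and DMSO wells.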
GSH bead fluor = GSH bead compound fluorescence profile; fluorescence (KMESF) at 10 µM; AID 1776; 0.25% of 190,000 active; GSH beads flow cytometry, compound fluorescence 488/530 nm; active compounds read high; in the data active = fluorescence above about 89;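 note: glutathione beads carrying GST-tagged Bcl family fusion proteins plus one bare bead set; values are compound well signal with DMSO vehicle wells as background; inactives centre near 16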
Rac1 wt modul = modulators of human Rac1 wildtype GTP binding. GST-Rac1 beads, fluorescent GTP binding, flow cytometry; actives lie on both sides; 0 = cold GTP competed, 100 = untreated. GTP binding activity (% of control), % at 10 µM. 0.27% of 190,000 active. AID 757;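 active = GTP binding activity at least 20 points away from the 100% control level, either lower or higher; inconclusive = compound flagged as likely green fluorescent, judged across all proteins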
Rab2A wt mod = changes GTP binding to wildtype dog Rab2A, up or down | 0.19% of 190,000 active | AID 760 | GTP binding activity, % at 10 µM | GST-Rab2 wt beads, Bodipy-GTP binding, flow cytometry;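 active = GTP binding activity at least 20 points away from 100%, either lowered or raised; inconclusive = signal likely due to the compound's own green fluorescence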;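 note: 0% = beads with excess unlabeled GTP and 100% = no-compound control corrected for plate trend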
HRas wt GTP = modulators of GTP binding to human HRas wildtype. P01112. GST-Ras wt beads, Bodipy-FL-GTP binding, flow cytometry; actives lie on both sides. GTP binding activity, % at 10 µM. 0.14% of 190,000 active. AID 759;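 active = GTP binding activity at least 20% away from the 100% baseline, either lowered as inhibitor or raised as activator; inconclusive = flagged as likely green fluorescent, judged across all proteins in the well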;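 note: 0% = unlabeled GTP competition control and 100% = no-compound control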
Target sequence (P01112 whole entry, looked up): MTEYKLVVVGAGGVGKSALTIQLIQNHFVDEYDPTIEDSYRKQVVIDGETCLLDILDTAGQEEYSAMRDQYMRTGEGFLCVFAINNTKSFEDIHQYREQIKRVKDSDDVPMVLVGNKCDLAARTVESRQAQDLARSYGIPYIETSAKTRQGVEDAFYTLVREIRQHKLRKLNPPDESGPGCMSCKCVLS
Rab7 wt GTP bind = modulators of GTP binding to dog Rab7 wildtype GTPase; GST-Rab7 beads, fluorescent GTP binding, flow cytometry; actives lie on both sides; untreated = 100%, excess cold GTP = 0%; GTP binding activity (percent of control), % at 10 µM; 0.055% of 190,000 active;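 active = fluorescent GTP binding to Rab7 beads changed by at least 20 points from the 100% baseline, either direction, mostly lower; inconclusive = compound itself probably fluorescent, or too few beads counted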;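 note: median green fluorescence of bound Bodipy-FL-GTP per Rab7 bead population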
Pf gametocyte = P. falciparum stage V gametocyte viability inhibition; inhibition, % at 10.9 µM; P. falciparum stage V gametocytes, ATP luminescence, 24 h; 0.065% of 150,000 active; AID 743093;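 active = inhibition above the mean plus 3 SD of compounds within the control limits, set per campaign, cut at about 38% in these data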;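 note: 0% = DMSO wells and 100% = medium only without gametocytes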
Avidin bead fluor = compound fluoresces at 488/530 nm on avidin beads; compound fluorescence 488/530 nm, flow cytometry; active compounds read high; 0.38% of 220,000 active; fluorescence (KMESF) at 10 µM; AID 1775; in the data active = fluorescence above about 47; note: inactives centre near 10
* hit, by the source's call; ? = inconclusive; / = not tested or not shown.

SMILES	Rac1 act GTP bind	Cdc42 wt GTP	ABCB1 inh	ABCG2 inh	GSH bead fluor	Rac1 wt modul	Rab2A wt mod	HRas wt GTP	Rab7 wt GTP bind	Pf gametocyte	Avidin bead fluor
Cc1[nH]n(C(N)=S)c(=O)c1N=Nc1ccc(S(=O)(=O)N2CCCCCC2)cc1	94	100	-0.8	4	51	104	98	102	104	7	15
CNc1ncc(C(=O)c2ccc(Cl)cc2)s1	96	97	-0.3	0	52	100	101	101	101	/	20
O=C(CSc1cccc[n+]1[O-])c1ccc(-c2ccccc2)cc1	96	96	0.9	4	30	99	98	100	105	-1	28
O=C(NNc1ccccc1[N+](=O)[O-])NC1CCCCC1	98	96	0.3	1	13	97	97	94	92	13	11
CNc1nc2cc([N+](=O)[O-])c([N+](=O)[O-])cc2nc1NC	99	101	0.2	124*	10	102	96	97	100	-6	22
CCN1c2ccccc2-c2nc3ccccc3n2C1c1ccco1 (stereo not given)	99	98	1.4	5	20	100	102	100	102	20	5
C=C(Br)Cn1c(CCC)nc2ccccc21	97	100	0.4	2	23	100	97	99	97	/	4
COc1cc(C(=O)OCCCN=C2NS(=O)(=O)c3ccccc32)cc(OC)c1OC	95	99	0.3	1	14	99	101	96	107	/	/
COc1cccc(-c2csc3nc[nH]c(=O)c23)c1	96	98	0.6	3	7	100	99	99	100	/	12
Cc1cc(C)c(NC(=S)NCCCSC2CCCCC2)c(C)c1	94	98	-0.2	5	19	97	100	99	104	-24	6
COc1ccc(Cl)cc1NC(=O)c1ccccc1C	100	100	0.8	9	17	107	99	102	99	/	5
CN(c1ccc(C(=O)N2CCN(c3ccc(F)cc3)CC2)cc1)S(C)(=O)=O	99	102	0.2	1	41	102	100	102	99	/	9
CCOP(=O)(OCC)c1nc(/C=C/c2ccccc2)oc1NCc1ccc(OC)cc1	99	101	1.9	5	37	102	100	100	99	-22	6
COc1cccc(/C=N/Nc2nc(Nc3ccccc3)nc(-n3nc(C)cc3C)n2)c1O	100	103	-0.3	-2	14	105	102	103	104	-8	10
CCOC(=O)C1(Cc2cccc(OC)c2)CCN(Cc2cnc(C)s2)CC1	98	97	2.8	1	10	101	100	99	104	-10	5
O=C1C2C3C=CC(C3=C(c3ccccc3)c3ccccc3)C2C(=O)N1Cc1ccccc1 (stereo not given)	100	104	1.1	4	23	110	102	104	103	/	20
CN(C)C(=O)Oc1ccc[n+](C)c1	98	101	-0.2	0	21	100	101	98	99	/	10
COC(=O)C1=C(C)NC(=S)NC1c1ccco1 (stereo not given)	94	96	0.3	2	11	95	97	97	100	-28	21
CCn1c(=O)n(CC(=O)N(C)Cc2ccccc2)c(=O)c2ccccc21	101	100	0.7	0	17	107	102	102	103	4	9
Fc1ccccc1/C=C/c1ccc2ccccc2n1	100	101	1.1	23	10	105	101	100	102	7	9

Profiles as entered above.
O=C1C2C3C=CC(C3=C(c3ccccc3)c3ccccc3)C2C(=O)N1Cc1ccccc1 (stereo not given) across the screens: Rac1 act GTP bind: 100; Cdc42 wt GTP: 104; ABCB1 inh: 1.1; ABCG2 inh: 4; GSH bead fluor: 23; Rac1 wt modul: 110; Rab2A wt mod: 102; HRas wt GTP: 104; Rab7 wt GTP bind: 103; Pf gametocyte: /; Avidin bead fluor: 20
CN(C)C(=O)Oc1ccc[n+](C)c1 across the screens: Rac1 act GTP bind: 98; Cdc42 wt GTP: 101; ABCB1 inh: -0.2; ABCG2 inh: 0; GSH bead fluor: 21; Rac1 wt modul: 100; Rab2A wt mod: 101; HRas wt GTP: 98; Rab7 wt GTP bind: 99; Pf gametocyte: /; Avidin bead fluor: 10

Some entries already given, showing only Rab7 wt GTP bind, Rac1 act GTP bind and ABCB1 inh:
SMILES,Rab7 wt GTP bind,Rac1 act GTP bind,ABCB1 inh
COc1cccc(/C=N/Nc2nc(Nc3ccccc3)nc(-n3nc(C)cc3C)n2)c1O,104,100,-0.3
COc1ccc(Cl)cc1NC(=O)c1ccccc1C,99,100,0.8
CCOP(=O)(OCC)c1nc(/C=C/c2ccccc2)oc1NCc1ccc(OC)cc1,99,99,1.9
COc1cc(C(=O)OCCCN=C2NS(=O)(=O)c3ccccc32)cc(OC)c1OC,107,95,0.3
CN(c1ccc(C(=O)N2CCN(c3ccc(F)cc3)CC2)cc1)S(C)(=O)=O,99,99,0.2
CN(C)C(=O)Oc1ccc[n+](C)c1,99,98,-0.2

Continuation.
SMILES	Rac1 act GTP bind	Cdc42 wt GTP	ABCB1 inh	ABCG2 inh	GSH bead fluor	Rac1 wt modul	Rab2A wt mod	HRas wt GTP	Rab7 wt GTP bind	Pf gametocyte	Avidin bead fluor
COc1c(C)cc(S(=O)(=O)NC2CC(C)(C)NC(C)(C)C2)c(C)c1C	96	96	0.6	3	14	105	100	96	96	/	4
COCCOc1cc(N)c(Cl)cc1Cl	97	98	0.2	2	10	101	99	97	93	-6	10
COc1ccc(/C=N/NC(=O)c2ccc(Cn3cc([N+](=O)[O-])cn3)o2)cc1O	91	91	-0.1	1	39	93	91	91	88	4	27
O=C(NCc1ccc2c(c1)OCO2)C1CCN(S(=O)(=O)c2cccs2)CC1	99	104	0.4	1	13	107	103	101	104	/	9
O=C(NC1CCCC1)C(c1ccncc1)N(C(=O)c1csnn1)C1CCCC1 (stereo not given)	95	98	0.2	0	25	97	101	96	101	-28	10
COc1ccc(CNc2nn[nH]n2)cc1OC	?	?	/	/	17	?	?	?	?	/	8
Clc1cccc(CN2CCN(Cc3nc(CCc4ccccc4)no3)CC2)c1	88	90	2.3	5	14	92	94	94	103	-11	2
Cc1ccc(-c2n[nH]c(=S)n2Cc2ccccc2)cc1	98	101	-0.5	-1	8	105	103	102	105	-12	11
COc1ccccc1NC(=O)c1c(Nc2ccccc2F)sc(C(=O)Nc2cccc(Cl)c2)c1N	98	99	-1.2	-8	9	103	99	100	106	/	3
COc1ccc(/C=C/C(=O)NC(=S)N2CCN(c3ccccn3)CC2)cc1OC	95	96	0.3	1	8	96	94	94	94	/	9
Cc1c(N=C2C=CC(=O)c3ccccc32)c(=O)n(-c2ccccc2)n1C	94	95	1.2	6	9	103	100	100	98	14	8
O=C1NCCN1CCNS(=O)(=O)c1ccc(F)cc1	101	102	-0.1	0	23	109	101	99	101	-4	5
CNC(=S)N1CCN(c2ccccn2)CC1	104	108	0.2	7	21	102	101	103	103	-3	14
COC(=O)CN(c1ccc(OC)cc1)S(=O)(=O)c1ccc(OC)c(OC)c1	96	99	0.9	1	13	99	100	100	103	/	19
CC(C)(C)NC(=O)C(c1ccncc1)N(C(=O)c1csnn1)c1cccc2ccccc12 (stereo not given)	95	95	1.0	3	12	98	96	96	103	3	15
Cc1oc(-c2ccccc2)nc1C(=O)Nc1nccs1	94	97	0.3	11	54	94	94	95	97	-2	7
O=C(N/C(=C\c1ccccc1Cl)C(=O)N1CCOCC1)c1ccc([N+](=O)[O-])cc1	95	92	0.9	5	13	95	97	97	102	12	/
O=C1/C(=C\c2ccc3c(c2)OCO3)CCC/C1=C/c1ccc2c(c1)OCO2	97	99	0.6	18	36	103	100	99	100	/	14
COc1cc(C(=O)NCCOc2cccc3cccnc23)cc(OC)c1OC	98	93	0.7	1	11	100	98	93	96	/	10
Cc1oc(-c2ccccc2Cl)nc1CSCC(=O)NC1CC1	99	100	1.4	9	14	98	102	102	104	5	8
CC(=O)Nc1cccc(C(=O)Nc2ccccc2N2CCOCC2)c1	102	104	0.2	1	19	103	105	103	98	6	7
CCC(O)(CC)C(=O)NN(C(=O)CCl)c1ccccc1	101	102	-0.6	-6	13	106	100	102	100	1	13
Cc1cc(Nc2ccc(F)cc2F)n2ncnc2n1	101	105	-0.4	3	12	111	101	100	96	/	6
CC1(C)Cc2c(C#N)c(SCCC#N)nc(N3CCOCC3)c2CS1	95	94	1.9	17	24	96	94	94	94	-17	27
O=C(CSc1nc2scc(-c3ccco3)c2c(=O)n1-c1ccccc1)NCC1CCCO1 (stereo not given)	97	101	1.3	30	32	100	99	98	96	19	9
CCCn1c(NC(=O)C2COc3ccccc3O2)nc2ccccc21 (stereo not given)	99	102	1.0	6	36	106	104	101	101	/	13
Cc1cc(NC(=O)CS(=O)(=O)c2cn(C)c3ccccc23)no1	104	104	0.6	2	24	110	103	103	101	/	14
COC(=O)c1ccc(C(=O)OC)c(NC(=S)N2CCOCC2)c1	96	97	0.7	23	16	98	94	93	100	7	8
CCOC(=O)C1=C(C)N=C2c3ccccc3C(=O)C2C1c1ccc(Br)cc1 (stereo not given)	100	96	0.4	0	15	100	100	98	98	20	11
CN(C)S(=O)(=O)c1ccc(Cl)c(C(=O)Nc2ccccc2[N+](=O)[O-])c1	100	101	1.4	9	4	101	99	98	98	-1	13
CC(C)Cc1oc(C(=O)O)cc1CN1CCOCC1	99	102	-0.1	1	11	105	101	101	99	15	10
O=C(CS(=O)(=O)Cc1ccccc1)N1CCN(Cc2ccc3c(c2)OCO3)CC1	99	103	4.3	4	37	107	100	99	96	/	27
CCOC(=O)C1CCCN(C(=S)Nc2cc(C)cc(C)c2)C1 (stereo not given)	104	102	0.3	0	10	113	102	105	100	-5	11
Cn1cc(CN2C[C@H]3CC[C@H]2C3)c(-c2ccccc2F)n1	97	97	-0.7	-2	15	98	96	97	98	/	5
COc1cc2[nH]c(=O)n(CCC(=O)N3CCN(Cc4ccc5c(c4)OCO5)CC3)c(=O)c2cc1OC	95	95	0.1	0	26	95	98	99	105	25	24
C=CCSc1nc(O)c(CC)c(=O)n1C(C)CC (stereo not given)	98	102	0.8	1	66	100	101	102	101	/	9

Screens from PubChem BioAssay.
